# MEX-5 binding = C. elegans MEX-5 TCR-2 RNA binding activity | MEX-5/FITC-TCR2 RNA binding, fluorescence polarization; hits give low values | activity score (negative = inhibition of binding), % at 10 µM | 0.38% of 300,000 active;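 active = inhibition past about -25% in most replicates, and total fluorescence under double the plate's negative control median, limit read from the data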;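 also: 0% = DMSO and -100% = 5 µM competing unlabeled TCR2 RNA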
# Bcl-xL primary = blocks human Bcl-xL binding to Bim BH3 peptide; Q07817; GST-Bcl-xL / FITC-Bim BH3 peptide fluorescence polarization; inhibition, % at 10.9 µM; 0.7% of 320,000 active;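 active = inhibition above the mean of all tested compounds plus 3 SD, cutoff set per campaign, cut at about 30% in these data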;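 also: 0% = DMSO wells and 100% = unlabeled Bim-BH3 peptide competitor; inhibitors lower millipolarization by displacing the labeled peptide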
# Target sequence (Q07817 whole entry, looked up): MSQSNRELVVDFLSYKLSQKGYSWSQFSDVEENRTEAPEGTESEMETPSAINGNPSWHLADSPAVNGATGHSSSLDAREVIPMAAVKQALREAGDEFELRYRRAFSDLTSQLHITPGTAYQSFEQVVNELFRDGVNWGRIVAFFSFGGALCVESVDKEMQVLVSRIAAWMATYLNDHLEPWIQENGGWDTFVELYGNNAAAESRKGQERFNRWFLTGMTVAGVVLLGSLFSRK
# GRK2 inh = blocks RNA aptamer binding to human GRK2. P25098. bead flow cytometry, FAM-aptamer displacement from GRK2. inhibition of aptamer binding, % at 10 µM. 0.59% of 330,000 active;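 active = inhibition of aptamer binding above 40%, roughly 3 SD of noise, on plates passing a quality check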;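 also: median bead fluorescence of bound FAM aptamer so fluorescent compounds give negative values; no value below 0 was filed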
# AGP1-GFP MLPCN = alters AGP1-GFP fluorescence in TOR pathway yeast screen; S. cerevisiae AGP1-GFP multiplex flow cytometry, 3 h; GFP as percent of DMSO wells; GFP response vs DMSO, % at 10 µM; 0.02% of 320,000 active; AID 2066;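 active = GFP response relative to DMSO above a set limit, near screen average plus 3 SD, cut at about 150% in these data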;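 also: median GFP channel fluorescence of the gated AGP1 strain per well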
# CR mimetic SO = lowers age-related superoxide in aged yeast cells; AID 2690; 0.18% of 330,000 active; S. cerevisiae aged cells, superoxide DHE fluorescence; hits give low values; superoxide response (% of plate mean), % at 10 µM;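 active = superoxide response under a set limit, about three screen SD below normal, cut at about 65% in these data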;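 also: yeast aged for seven days with compound at 30 °C before DHE staining; 100% = average MFI of all compound-treated wells on the plate with controls excluded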
# MCL1-BIM inh = inhibitors of human MCL1 binding to BIM-BH3 peptide | Q07820 | GST-MCL1 / FITC-Bim-BH3 fluorescence polarization | inhibition, % at 10.9 µM | 0.68% of 320,000 active;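 active = inhibition above the mean inhibition of all tested compounds plus 3 SD, set per campaign, cut at about 40% in these data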;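 also: 0% = DMSO wells and 100% = unlabeled Bim-BH3 peptide control; higher means more loss of mP so more displacement of Bim peptide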
# Target sequence (Q07820 whole entry, looked up): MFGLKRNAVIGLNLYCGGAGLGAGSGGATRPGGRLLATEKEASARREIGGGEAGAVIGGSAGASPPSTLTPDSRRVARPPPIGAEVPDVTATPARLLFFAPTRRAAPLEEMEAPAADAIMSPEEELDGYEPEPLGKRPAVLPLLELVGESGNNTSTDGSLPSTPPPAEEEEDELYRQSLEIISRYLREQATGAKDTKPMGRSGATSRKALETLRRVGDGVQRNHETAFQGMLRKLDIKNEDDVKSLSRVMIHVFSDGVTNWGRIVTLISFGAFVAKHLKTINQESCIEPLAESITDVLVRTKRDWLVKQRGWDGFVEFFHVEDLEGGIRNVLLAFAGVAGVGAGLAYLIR
# VLA-4 inh = inhibition in a human VLA-4 binding assay; P13612; VLA-4 expressing cells, ligand binding flow cytometry; inhibition, % (about 7 µM as worked out from the volumes in the protocol); 0.2% of 330,000 active; in the data active = inhibition above about 50%
# CIT2-GFP yeast = yeast TOR pathway CIT2-GFP modulation. S. cerevisiae CIT2-GFP strain, flow cytometry, 3 h; 100 means same as DMSO wells. GFP response vs DMSO, % at 10 µM. 0.065% of 320,000 active. AID 2029;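 active = GFP response relative to DMSO above a set limit, near the screen mean plus 3 SD, cut at about 150% in these data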;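 also: ratio of well median GFP fluorescence to mean of DMSO wells on the plate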
# GLD-1 TGE inh = GLD-1-TGE RNA interaction inhibition (C. elegans); purified GLD-1 + fluorescein TGE RNA, fluorescence polarization; AID 2280; inhibition, % at 5.96 µM; 0.44% of 320,000 active;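 active = percent inhibition above a per-plate cutoff, the plate mean of test compounds plus 3 SD, cut at about 30% in these data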;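 also: 0% = DMSO wells with GLD-1 and probe and 100% = wells lacking GLD-1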
# Target sequence (Q17339 whole entry, looked up): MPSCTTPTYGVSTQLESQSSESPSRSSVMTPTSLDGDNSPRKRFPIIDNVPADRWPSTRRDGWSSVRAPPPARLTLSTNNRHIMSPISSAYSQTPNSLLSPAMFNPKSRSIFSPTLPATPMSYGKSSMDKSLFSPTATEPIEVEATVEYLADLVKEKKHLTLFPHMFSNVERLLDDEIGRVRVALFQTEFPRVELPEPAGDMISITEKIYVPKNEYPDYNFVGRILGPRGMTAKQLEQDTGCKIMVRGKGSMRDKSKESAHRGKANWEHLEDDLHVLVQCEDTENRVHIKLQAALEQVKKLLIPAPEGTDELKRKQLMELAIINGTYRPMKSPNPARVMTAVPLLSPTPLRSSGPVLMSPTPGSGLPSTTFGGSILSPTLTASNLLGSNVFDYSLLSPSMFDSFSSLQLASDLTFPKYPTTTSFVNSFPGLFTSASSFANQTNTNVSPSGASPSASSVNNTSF
# An asterisk follows results filed as active; nt = no result given; & = joins results of further samples; [ ] = another dose, or the depositor's remark.
SMILES,MEX-5 binding,Bcl-xL primary,GRK2 inh,AGP1-GFP MLPCN,CR mimetic SO,MCL1-BIM inh,VLA-4 inh,CIT2-GFP yeast,GLD-1 TGE inh
O=C(O)C1Cc2[nH]cnc2C(c2ccccc2O)N1 (centres undefined),-10,12,0,104,99,16,15,99,5
O=C(c1ccc2ccccc2n1)N1CCN(c2ccccc2)CC1,0.1,8,1,91,94,10,13,96,4
C=CCOc1ccc(/C=N/n2cncn2)cc1OC,0.9,6,2,104,99,9,-198,99,3
COc1ccc([N+](=O)[O-])c(OC)c1C(=O)NC(=O)Nc1nc(C)nc(C)n1,0.4,4,0,100,95,15,0,105,7
CCOc1ccccc1CNC(c1ccccc1)c1ccccc1,0.9,3,0,87,98,-10,1,98,4
C=C(C)C1CC=C(C)/C(=N/NC(=S)Nc2ccccc2)C1 (centres undefined),-2.3,7,19,86,85,12,12,92,3
S=c1nc2ccccc2c2nc(-c3ccccc3)[nH]n12,1.9,0,3,96,108,-2,1,97,2
CN(C)c1ccc(P(=O)(OC2CCCCC2)C(O)c2ccccn2)cc1 (centres undefined),0.8,1,1,107,86,1,5,102,1
Cc1cc(C(=O)Nc2ccc(F)cc2C)cs1,-0.4,4,0,107,91,-7,8,101,7
Cc1ccc2nc3ccc(N4CCN(C)CC4)nn3c(=O)c2c1,-0.7,7,2,107,104,12,-1,109,7
CC(=O)Nc1ccc(S(=O)(=O)NCCc2ccccn2)cc1,1.4,2,0,99,105,0,-1,94,2
O=C1CCCC2=C1C(c1ccc(Br)cc1)c1c([nH]c(=S)[nH]c1=O)N2 (centres undefined),0.7,34*,4,106,107,6,-6,92,8
O=C(Nc1ccc(C(=O)N2CCCc3ccccc32)cc1)c1cccs1,1.6,2,2,101,104,-3,16,100,12
OCCCc1nc2ccccc2n1Cc1ccccc1,-0.7,nt,0,102,79,nt,7,104,nt
CCCCCc1nc2sc3c(c2c(=O)n1N)CCC3,-4.2,10,0,91,104,1,-4,86,2
Cc1cc(C)c2cc(C(=O)N3CCN(c4ncccc4C(F)(F)F)CC3)[nH]c2c1,2.1,3,0,104,107,-1,4,104,6
CC(c1ccccc1)N1CC(C(=O)Nc2ccc(F)cc2)CC1=O (centres undefined),nt,2,3,101,103,0,-7,94,1
CCc1ccccc1N(C(=O)Cn1nnc2ccccc21)C(C(=O)NCCOC)c1ccco1 (centres undefined),2.3,3,5,98,92,1,-10,109,-1
COc1ccc(C(=O)Nc2nncs2)c(OC)c1,-0.2,3,0,106,102,3,-1,102,4
Cn1c(CNC(=O)c2ccccc2F)nnc1SCc1nc2ccccc2c(=O)[nH]1,0.8,-2,0,96,102,-2,1,88,-2
Cc1cc(NC(=O)COn2nnc3ccccc32)no1,1.0,3,4,98,91,-10,28,93,2
Cc1cc(OCC(=O)NC(C)C)cc(C)c1Br,-1.5,-1,0,97,85,-3,-18,80,-3
O=C(NCC1(N2CCCCC2)CCCCC1)C1CC(=O)N(c2ccc3c(c2)OCCO3)C1 (centres undefined),-2.1,-9,4,98,112,-15,2,94,8
Cn1c(=O)[nH]c2ncccc21,nt,12,10,107,111,6,2,113,8
CC1(c2ccc(OC(F)F)cc2)NC(=O)N(CC(=O)Nc2ccc3c(c2)OCO3)C1=O (centres undefined),0.6,5,4,108,85,0,-12,112,11
COc1ccc2[nH]c(=O)c(CNc3cc(C)ccc3C)cc2c1,2.6,1,5,100,95,-1,0,98,-1
Cc1ccc(NC(=O)/C=C\C(=O)NCC(=O)O)cc1,0.0,3,1,87[may fluoresce red],86,-1,19,97[may fluoresce red],1
CCCc1[nH]n(-c2nc3ccccc3s2)c(=O)c1C=NCC1CCCO1 (centres undefined),0.6,6,8,107,104,2,4,102,6
CC(=O)c1cccc(OCc2cc(C(=O)NCc3nc(C)c(C)s3)no2)c1,1.3,7,0,84,113,-3,-6,95,3
COCCN(CC(=O)Nc1cc(Cl)ccc1-n1cncn1)Cc1nc2ccccc2c(=O)[nH]1,nt,5,0,93,97,3,6,99,-5
CCc1cc(C(=O)N2CCCC(CNC(=O)c3ccc(-c4ccccc4)cc3)C2)no1 (centres undefined),2.6,1,1,104,96,-3,-4,108,12
COc1ccccc1-n1ccnc(SCC(=O)NCCc2ccccc2)c1=O,1.6,0,1,108,97,5,0,105,0
CN(Cc1ccccc1)C(=O)c1[nH]cnc1C(=O)Nc1nccs1,nt,9,3,92,121,3,17,91,8
Cc1cc(C(=O)CN2C(=O)CCC2=O)c(C)n1Cc1ccccc1,-1.7,-2,0,103,105,-3,6,95,-11
Cc1ccc(Cl)cc1NC(=O)COC(=O)C12CC3CC(CC(C3)C1)C2,-1.2&-0.5,5&0,2&0,106&100,102&91,1&-4,7&7,91&96,2&-7
Cn1nnnc1SCC(=O)NNC(=O)c1ccc(F)cc1,-0.2,-3,0,112,86,7,-2,94,-2
CC(C)NC(=O)c1cc(-c2cccs2)nc2ccccc12,5.3,10,0,91,117,3,-9,87,2
CC1CCN(C(=O)CSc2nnc(-c3cccnc3)o2)CC1,-0.7,-2,1,100,94,-4,3,103,-2
CCCc1c(C(=O)N/N=C/C(C)=C/c2ccco2)nnn1-c1nonc1N,nt,5,2,97,95,5,-8,97,-4
Nc1ccc2nc(-c3cccs3)[nH]c2c1,-6.9,3,0,98,94,6,-29,101,-3
CCOc1ccc(-c2nonc2NC(=O)c2ccco2)cc1,1.7,-2,1,88,102,-5,-2,103,4
O=C(CN1C(=O)NC2(CCCCC2)C1=O)N1CCN(S(=O)(=O)c2ccc(F)cc2)CC1,3.3,9,1,103,94,6,-2,103,-1
O=C(O)C1CCCN1C(=O)Oc1ccccc1 (centres undefined),-0.4,2,0,100,102,-3,3,100,-3
Cc1ccc(NC(=O)Cn2ncc3ccccc32)c(Cl)c1,0.9,9,2,105,94,9,-21,98,2
Cc1cccc(-c2n[nH]c(=S)n2/N=C/C=C/c2ccco2)c1,2.5,-10,nt,102,100,4,0,93,8
O=C(CC1(O)C(=O)N(Cc2ccc3c(c2)OCO3)c2ccccc21)c1ccccc1 (centres undefined),-1.1,6,0,97,91,7,10,96,5
COc1ccccc1C(=O)Nc1ccc(Oc2ncnc3sc(-c4ccccc4)cc23)cc1,-1.6,5,2,100,113,0,27,92,9
O=C1c2ccccc2C(=O)N1CCCCSc1nnc2c(Cl)cc(Cl)cn12,0.4,3,2,109,103,3,3,108,1

# Reformatted: three of the compounds above
# Every second line gives: MEX-5 binding | Bcl-xL primary | GRK2 inh | AGP1-GFP MLPCN | CR mimetic SO | MCL1-BIM inh | VLA-4 inh | CIT2-GFP yeast | GLD-1 TGE inh
> Cc1ccc(NC(=O)Cn2ncc3ccccc32)c(Cl)c1
 : 0.9 | 9 | 2 | 105 | 94 | 9 | -21 | 98 | 2
> Cc1cccc(-c2n[nH]c(=S)n2/N=C/C=C/c2ccco2)c1
 : 2.5 | -10 | nt | 102 | 100 | 4 | 0 | 93 | 8
> O=C(CC1(O)C(=O)N(Cc2ccc3c(c2)OCO3)c2ccccc21)c1ccccc1 (centres undefined)
 : -1.1 | 6 | 0 | 97 | 91 | 7 | 10 | 96 | 5

# Next part.
SMILES,MEX-5 binding,Bcl-xL primary,GRK2 inh,AGP1-GFP MLPCN,CR mimetic SO,MCL1-BIM inh,VLA-4 inh,CIT2-GFP yeast,GLD-1 TGE inh
O=C(Cn1cnc(S(=O)(=O)N2CCCC2)c1)Nc1ccccc1,1.3,3,0,99,98,-6,8,96,5
CC(C)(C)C(=O)Nc1c2c(nc3c1CCC3)CCCC2,-1.1,6,1,98,101,15,4,99,4
CCN1C(=O)/C(=C\c2ccncc2)SC1=S,0.6,4,1,81,95,4,5,65,6
Cc1cccn2c(=O)nc(SCC(=O)N3CCCCC3)nc12,1.2,1,0,103,96,-1,-2,106,3
CCOCCCNS(=O)(=O)c1ccc2c(c1)OCCO2,0.2,2,8,103,102,-8,14,102,0
Cc1ccc(NC2CC(=O)N(c3ccc(C)cc3)C2=O)cc1 (centres undefined),-0.1,4,0,100,89,1,10,106,-1
CCOCc1c(C(=O)OCC(=O)Nc2ccc(C)c(S(=O)(=O)N(C)C)c2)oc2ccccc12,-0.2,-7,0,101,101,-10,-6,94,0
COc1ccccc1Cc1noc(-c2cc(Cl)ccc2OC)n1,3.6,1,0,89,91,4,13,91,3
CCOC(=O)c1cccc(NC(=O)CN2CCN(c3ccc(OC)cc3)CC2)c1,-1.9,6,0,101,117,2,-1,79,2
O=C(CN(C(=O)c1ccccc1)N1C(=O)CCC1=O)c1cccs1,-0.6,7,0,101,102,1,3,105,1
COc1ccc(C2NCCc3cc(OC)c(OC)cc32)cc1OC (centres undefined),1.5,7,1,102,97,12,-6,98,1
O=c1n(S(=O)(=O)c2cccc3cccnc23)c2ccccc2n1S(=O)(=O)c1cccc2cccnc12,2.0,2,0,nt,92,-1,18,99,-1
O=C(NC(=S)N1CCN(C/C=C/c2ccccc2)CC1)c1cccnc1,0.5,-4,2,104,97,-5,-6,104,-5
Cc1cccn2cc(CCNC(=O)c3cccs3)nc12,0.0,1,0,99,77,6,11,98,-1
Cc1cc(NC(=O)CSC2=NS(=O)(=O)c3cc(Cl)ccc3N2)no1,-1.1,1,1,102,105,-6,0,102,2
CCOC(=O)c1c(-c2cccs2)csc1NC(=O)CC(C)C,-2.9,-1,0,97,111,-6,8,86,-5
CCC(=O)c1cn(CC(=O)O)c2ccccc12,0.8,1,5,100,98,-2,9,96,0
COc1cc2nc(N3CCNCC3)nc(N)c2cc1OC,-5.6,-54,15,102,87,-21,17,88,2
O=c1onc(-c2ccccc2)n1-c1cc(Cl)cc(Cl)c1,1.7,5,1,100,100,7,-14,100,4
Cc1ccc(C(=O)Nc2oc(-c3ccccc3)cc2C#N)cc1,0.8,1,0,102,91,-5,-3,101,-14
COCCN(C(=O)CSc1nnc(-c2ccc(C)cc2)n1N)c1c(N)n(Cc2ccccc2)c(=O)[nH]c1=O,-0.5,-20,2,92,96,-11,1,94,-8
CSCCC(Nc1ccc(S(=O)(=O)N2CCOCC2)cc1[N+](=O)[O-])C(=O)OCC(=O)NCC(C)C (centres undefined),0.8,4,0,105,124,-5,-3,104,0
COC(=O)c1cc(S(=O)(=O)NCc2cccs2)c[nH]1,-3.7,3,1,96,90,3,0,101,-3
COC(=O)c1ccc(OC)c(Cn2c(=O)n(C)c(=O)c3sccc32)c1,-1.5,-2,1,90,102,0,0,93,-5
COc1ccc(CCN2C(=O)C(O)=C(C(C)=O)C2c2ccccc2OC)cc1OC (centres undefined),-0.5,2,0,97,104,6,3,89,-6
CCOc1ccc(C2OC(=O)Cc3cc(OC)c(OC)cc32)cc1 (centres undefined),2.7,5,0,102,113,8,5,102,3
O=C(CSc1nnc(NC(=O)c2ccccc2F)s1)NCc1ccco1,0.6,6,4,83,90,-3,-1,88,4
C/C(=N\NC(=O)C(N)=O)c1ccc(OC(F)F)cc1,-0.3,4,0,91,101,2,-151,101,11
Cc1ccc(NC(=O)CN(C)C(=O)CSc2nc3ccccc3c(=O)n2Cc2ccco2)cc1,-0.1,-1,0,107,104,6,22,105,6
Cc1ccc(S(=O)(=O)NC2=NCN(C3CCCCC3)CN2)cc1,1.3,1,0,104,97,0,16,103,0
Cc1ccc2c(c1)C(C)CC(C)(C)N2C(=O)NC1CCCCC1 (centres undefined),-1.9,7,0,102,86,7,1,101,1
